# NFkB binder – NF-kappa-B p105 (human) binding; P19838; Small molecule microarray, anti-His fluorescence binding; calls only; 17,000 tested, 1.3% active;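 active = spot fluorescence over background significantly raised, with a chance value under 7% in all four replicate spots of the compound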;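 also: probe protein is his-tagged human p50 processed subunit at 1 µg/ml; raw spot fluorescence signals with no normalization applied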
# Target sequence (P19838 1-433 limits assumed): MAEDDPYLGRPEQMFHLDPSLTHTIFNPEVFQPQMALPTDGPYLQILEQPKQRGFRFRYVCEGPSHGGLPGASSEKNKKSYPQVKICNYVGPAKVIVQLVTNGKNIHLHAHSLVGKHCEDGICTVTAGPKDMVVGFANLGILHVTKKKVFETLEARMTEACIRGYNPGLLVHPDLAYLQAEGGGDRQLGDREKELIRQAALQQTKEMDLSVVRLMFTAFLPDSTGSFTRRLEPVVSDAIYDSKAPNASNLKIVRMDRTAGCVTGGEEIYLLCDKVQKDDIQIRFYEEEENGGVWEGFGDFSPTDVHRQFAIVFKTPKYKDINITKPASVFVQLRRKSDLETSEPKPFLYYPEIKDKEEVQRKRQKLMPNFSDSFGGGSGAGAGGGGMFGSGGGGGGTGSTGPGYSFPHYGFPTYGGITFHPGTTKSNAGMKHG
# Calls only; i = inactive; + = active, no number. These rows are one share of the data; rates above refer to the full screens.
Cc1cc(C)nc(SC(C)C(=O)Nc2ccccc2)n1 (stereo not given)
  NFkB binder: i
Cc1nc(SCC(=O)c2ccccc2)c2sc3nc4c(cc3c2n1)COC(C)(C)C4
  NFkB binder: i
Cc1ccc2cccc(S(=O)(=O)NC3CCS(=O)(=O)C3)c2n1 (stereo not given)
  NFkB binder: i
Cc1ccc(S(=O)(=O)N[C@@H]2CCCN(Cc3cccc(OCCO)c3)C2)cc1
  NFkB binder: i
CC(C)C1NC(=O)C(CC2(O)c3ccccc3N3C(=O)C(Cc4ccccc4)NC32)NC1=O (stereo not given)
  NFkB binder: i
C[C@@H]1CN([C@H](C)CO)C(=O)c2cc(NC(=O)Cc3ccccc3)ccc2O[C@@H](C)CCCCO[C@@H]1CN(C)C(=O)c1ccncc1
  NFkB binder: i
COc1ccc(S(=O)(=O)N(C)C[C@H]2Oc3ccc(NC(=O)Cc4cn(C)c5ccccc45)cc3CC(=O)N([C@@H](C)CO)C[C@H]2C)cc1
  NFkB binder: i
COc1ccc(-c2oc3cc(O[C@@H]4O[C@@H](C)[C@H](O)[C@@H](O)[C@H]4O)cc(O)c3c(=O)c2O[C@@H]2O[C@H](CO)[C@@H](O)[C@H](O)[C@H]2O)cc1
  NFkB binder: i
C[C@H]1CN([C@@H](C)CO)C(=O)Cc2cc(NS(=O)(=O)c3cccs3)ccc2O[C@@H]1CN(C)S(=O)(=O)c1ccccc1
  NFkB binder: i
Cc1c(Cl)cccc1NC(=O)CN1CCC(C(N)=O)(N2CCCCC2)CC1
  NFkB binder: i
CNC[C@H]1Oc2ccc(NC(=O)Nc3ccc(F)cc3)cc2C(=O)N([C@@H](C)CO)C[C@H]1C
  NFkB binder: i
C[C@H](CO)N1C[C@H](C)[C@@H](CN(C)C(=O)Cc2ccccc2)OCCCC[C@H](C)Oc2ccc(NC(=O)Nc3cccc4ccccc34)cc2C1=O
  NFkB binder: i
C[C@H](CO)N1C[C@H](C)[C@H](CN(C)C(=O)NC2CCCC2)Oc2ncc(Br)cc2C1=O
  NFkB binder: i
CN(C(=O)CSc1nnc(N)s1)c1ccccc1
  NFkB binder: i
C[C@]12CCC[C@](C)(C(=O)O)C1CCC13C=C(CO)C(CCC12)C3 (stereo not given in full)
  NFkB binder: i
CC(C)=CC(O)C/C(C)=C/COc1ccc2ccc(=O)oc2c1 (stereo not given)
  NFkB binder: i
COC(=O)c1cc(C)cc(OC)c1C1C(=O)C(=O)c2c(O)cccc2C1=O (stereo not given)
  NFkB binder: i
C[C@@H]1CN([C@@H](C)CO)C(=O)c2cc(NS(=O)(=O)c3ccccc3)ccc2O[C@@H](C)CCCCO[C@@H]1CN(C)Cc1ccc2c(c1)OCO2
  NFkB binder: i
COc1cc(OC)cc(OCC(O)Cn2cnc(-c3ccccc3)c2)c1 (stereo not given)
  NFkB binder: i
C[C@H](CO)N1C[C@H](C)[C@@H](CN(C)C(=O)NC2CCCCC2)Oc2c(NS(=O)(=O)c3cn(C)cn3)cccc2C1=O
  NFkB binder: i
COc1ccc(CN(C)C[C@H]2Oc3c(NS(=O)(=O)c4cccs4)cccc3C(=O)N([C@H](C)CO)C[C@H]2C)cc1
  NFkB binder: i
C[C@H](CO)N1C[C@H](C)[C@H](CN(C)S(=O)(=O)c2cccs2)Oc2c(NC(=O)Nc3cccc4ccccc34)cccc2C1=O
  NFkB binder: i
C[C@@H]1CN([C@@H](C)CO)C(=O)c2cc(NC(=O)NC3CCCCC3)ccc2O[C@H]1CN(C)C
  NFkB binder: i
CC(C)NC(=O)Nc1ccc2c(c1)C(=O)N([C@@H](C)CO)C[C@@H](C)[C@@H](CN(C)S(=O)(=O)c1cccs1)OCCCC[C@H](C)O2
  NFkB binder: i
CC(C)NC(=O)N(C)C[C@H]1OCCCC[C@H](C)Oc2ccc(NC(=O)C3CCCCC3)cc2C(=O)N([C@@H](C)CO)C[C@@H]1C
  NFkB binder: i

Cc1cc(C(=O)NCCCn2ccnc2)sc1-c1ccccc1
  NFkB binder: i
Cc1nnnn1CC(=O)Nc1cccc([N+](=O)[O-])c1
  NFkB binder: i
C[C@@H]1CCCCO[C@H](CN(C)Cc2ccncc2)[C@@H](C)CN([C@@H](C)CO)C(=O)c2cc(NS(=O)(=O)c3cccs3)ccc2O1
  NFkB binder: i
CCOC(=O)C1=C(C)Nc2ncnn2C1c1ccco1 (stereo not given)
  NFkB binder: i
C[C@H]1CCCCO[C@H](CN(C)C(=O)Nc2ccccc2)[C@@H](C)CN([C@@H](C)CO)C(=O)c2cc(NC(=O)CCC(F)(F)F)ccc2O1
  NFkB binder: i
C[C@H]1CN([C@@H](C)CO)C(=O)c2cc(NC(=O)Cc3cn(C)c4ccccc34)ccc2O[C@H]1CN(C)C(=O)Nc1ccccc1
  NFkB binder: i
C[C@@H]1CCCCO[C@@H](CN(C)Cc2ccc(Cl)c(Cl)c2)[C@H](C)CN([C@@H](C)CO)C(=O)c2cc(N(C)C)ccc2O1
  NFkB binder: i
C[C@H](CO)N1C[C@H](C)[C@H](CN(C)Cc2ccncc2)Oc2ccc(NC(=O)C3CC3)cc2CC1=O
  NFkB binder: i
CC(C)NC(=O)N(C)C[C@H]1OCCCC[C@H](C)Oc2ccc(NC(=O)Nc3cccc4ccccc34)cc2C(=O)N([C@H](C)CO)C[C@H]1C
  NFkB binder: i
C=CCc1ccc(O)c(-c2cc(CC=C)ccc2O)c1
  NFkB binder: i
C[C@H]1CN([C@@H](C)CO)C(=O)c2cc(NC(=O)Nc3ccc(C(F)(F)F)cc3)ccc2O[C@@H]1CN(C)C(=O)NC1CCCCC1
  NFkB binder: i
CNC[C@@H]1OCCCC[C@H](C)Oc2ccc(NC(=O)NC(C)C)cc2C(=O)N([C@@H](C)CO)C[C@@H]1C
  NFkB binder: i
COC(=O)c1ccc(CSc2nnc(-c3ccccc3)o2)o1
  NFkB binder: i
C[C@@H]1CN([C@@H](C)CO)C(=O)Cc2cc(NC(=O)Nc3ccccc3)ccc2O[C@@H]1CN(C)S(=O)(=O)c1cn(C)cn1
  NFkB binder: i
C[C@H](CO)N1C[C@H](C)[C@H](CN(C)S(=O)(=O)c2cccs2)OCCCC[C@H](C)Oc2ccc(NC(=O)c3ccncc3)cc2C1=O
  NFkB binder: +
C[C@@H]1CN([C@H](C)CO)C(=O)c2cc(NC(=O)Cn3cnnn3)ccc2O[C@H]1CN(C)C(=O)Nc1ccc(F)cc1
  NFkB binder: i
O=[N+]([O-])c1ccc(NCCCn2ccnc2)nc1
  NFkB binder: i
CC(C)NC(=O)N(C)C[C@H]1Oc2ccc(NS(=O)(=O)c3cccs3)cc2CC(=O)N([C@H](C)CO)C[C@@H]1C
  NFkB binder: i
C[C@H]1CN([C@@H](C)CO)C(=O)Cc2cc(NC(=O)C3CC3)ccc2O[C@H]1CN(C)Cc1ccc(C(=O)O)cc1
  NFkB binder: i
Cc1noc(C)c1NC(=O)Nc1cccc2c1O[C@@H](CN(C)CC1CC1)[C@H](C)CN([C@H](C)CO)C2=O
  NFkB binder: i
CC1(C)CC[C@]2(C(=O)O[C@@H]3O[C@H](CO)[C@@H](O)[C@H](O)[C@H]3O)CC[C@]3(C)C(=CCC4[C@@]5(C)CC[C@H](O[C@@H]6OC[C@H](O)[C@H](O)[C@H]6O[C@@H]6O[C@H](CO)[C@@H](O)[C@H](O)[C@H]6O[C@@H]6OC[C@H](O)[C@H](O)[C@H]6O)[C@@](C)(CO)C5CC[C@]43C)C2C1 (stereo not given in full)
  NFkB binder: +
Cc1noc(C)c1S(=O)(=O)Nc1ccc2c(c1)C(=O)N([C@@H](C)CO)C[C@@H](C)[C@H](CN(C)C(=O)NC1CCCCC1)O2
  NFkB binder: i
CC1CC2(CC(C)(C(=O)CSc3n[nH]c(-c4ccccc4Cl)n3)OC2=O)C(=O)O1 (stereo not given)
  NFkB binder: i
O=c1n(-c2ccccc2)c(=O)n2n1CC(COc1ccccc1)=C1[C@@H](c3ccccc3)OB(O)C[C@@H]12
  NFkB binder: i
C[C@H]1CN([C@@H](C)CO)C(=O)c2cccc(NC(=O)Nc3ccc(C(F)(F)F)cc3)c2O[C@@H]1CN(C)C(=O)Nc1ccc(F)cc1
  NFkB binder: i

# For convenience, part of the list above.
Cc1cc(C(=O)NCCCn2ccnc2)sc1-c1ccccc1
  NFkB binder: i
Cc1nnnn1CC(=O)Nc1cccc([N+](=O)[O-])c1
  NFkB binder: i
C[C@@H]1CCCCO[C@H](CN(C)Cc2ccncc2)[C@@H](C)CN([C@@H](C)CO)C(=O)c2cc(NS(=O)(=O)c3cccs3)ccc2O1
  NFkB binder: i
CCOC(=O)C1=C(C)Nc2ncnn2C1c1ccco1 (stereo not given)
  NFkB binder: i

# Further structures
COc1ccc(S(=O)(=O)N(C)C[C@@H]2Oc3ccc(NS(C)(=O)=O)cc3C(=O)N([C@@H](C)CO)C[C@H]2C)cc1
  NFkB binder: i
Cc1ccc(S(=O)(=O)NCC(=O)Nc2ccc(Cl)cc2Cl)cc1
  NFkB binder: i
O=S(=O)(NCc1ccccn1)c1ccc(I)cc1
  NFkB binder: i
CCOC(=O)N1CCN(Cc2nc(N)nc(Nc3ccc(Oc4ccccc4)cc3)n2)CC1
  NFkB binder: i
C[C@@H]1CN([C@@H](C)CO)C(=O)c2cccc(NC(=O)Nc3cccc4ccccc34)c2O[C@H]1CN(C)C(=O)Nc1cccc2ccccc12
  NFkB binder: i
C[C@H]1CN([C@@H](C)CO)C(=O)c2cccc(NC(=O)C3CCOCC3)c2O[C@@H]1CN(C)Cc1ccc(Oc2ccccc2)cc1
  NFkB binder: i
O=C1C[C@@](C(=O)NCCN2CCOCC2)(c2ccc([N+](=O)[O-])cc2)[C@@H](c2ccc(CO)cc2I)N1CC12CC3CC(CC(C3)C1)C2
  NFkB binder: i
Cc1noc(C)c1NC(=O)N(C)C[C@H]1Oc2ccc(NS(=O)(=O)c3cn(C)cn3)cc2CC(=O)N([C@H](C)CO)C[C@@H]1C
  NFkB binder: i
COc1ccc2[nH]c(=O)c(CN(C)C(=O)c3cccc(Cl)c3)cc2c1
  NFkB binder: i
C[C@H]1CN([C@@H](C)CO)C(=O)c2cccc(NC(=O)C3CCOCC3)c2O[C@H]1CN(C)Cc1ccc(Cl)c(Cl)c1
  NFkB binder: i
C[C@@H]1CN([C@@H](C)CO)C(=O)c2cc(NC(=O)c3ccncc3)ccc2O[C@@H](C)CCCCO[C@H]1CN(C)C(=O)Nc1ccccc1
  NFkB binder: i
COCCOC(=O)N1C(=O)[C@@]2(c3cc(C#CCCO)ccc31)[C@H](C(=O)NC[C@H](O)c1ccccc1)[C@H]1C(=O)O[C@H](c3ccccc3)[C@H](c3ccccc3)N1[C@@H]2c1ccccc1OCCO
  NFkB binder: i
CC(C)NC(=O)Nc1cccc2c1O[C@@H](CN(C)Cc1ccc(C(F)(F)F)cc1)[C@@H](C)CN([C@H](C)CO)C2=O
  NFkB binder: i
C[C@@H]1CN([C@H](C)CO)C(=O)Cc2cc(NC(=O)CCN3CCOCC3)ccc2O[C@@H]1CN(C)Cc1ccc(-c2ccccc2)cc1
  NFkB binder: i
C[C@@H]1CN([C@@H](C)CO)C(=O)Cc2cc(NC(=O)Nc3ccc(C(F)(F)F)cc3)ccc2O[C@H]1CN(C)C(=O)NC1CCCCC1
  NFkB binder: i
CCCCCCC[C@@H](O)CC(=O)CCc1ccc(O)c(OC)c1
  NFkB binder: i
C[C@H]1CN([C@@H](C)CO)C(=O)c2cccc(NC(=O)c3cnccn3)c2O[C@H]1CN(C)CC1CC1
  NFkB binder: i
C[C@@H]1CN([C@@H](C)CO)C(=O)c2cccc(NC(=O)Nc3ccc(C(F)(F)F)cc3)c2O[C@H]1CN(C)S(=O)(=O)c1ccc(F)cc1
  NFkB binder: i
C[C@@H]1CN([C@@H](C)CO)C(=O)c2cc(NS(=O)(=O)c3cccs3)ccc2O[C@@H](C)CCCCO[C@H]1CN(C)C
  NFkB binder: i
CNC[C@@H]1OCCCC[C@H](C)Oc2ccc(NC(=O)Nc3ccccc3)cc2C(=O)N([C@@H](C)CO)C[C@@H]1C
  NFkB binder: i
C[C@@H]1CCCCO[C@@H](CN(C)C(=O)c2ccccc2)[C@H](C)CN([C@@H](C)CO)C(=O)c2cc(NC(=O)Nc3ccc(F)cc3)ccc2O1
  NFkB binder: i
Cc1noc(C)c1NC(=O)Nc1cccc2c1O[C@@H](CN(C)S(=O)(=O)c1cn(C)cn1)[C@H](C)CN([C@@H](C)CO)C2=O
  NFkB binder: i
Cc1noc(C)c1S(=O)(=O)Nc1cccc2c1O[C@@H](CN(C)Cc1ccccc1)[C@@H](C)CN([C@H](C)CO)C2=O
  NFkB binder: i
CC(C)NC(=O)N(C)C[C@H]1Oc2ccc(NC(=O)C3CC3)cc2CC(=O)N([C@H](C)CO)C[C@H]1C
  NFkB binder: i
CC(C)NC(=O)N(C)C[C@H]1OCc2cnnn2CCCC(=O)N([C@H](C)CO)C[C@@H]1C
  NFkB binder: i

# Overlap with the part before: 2 compounds, followed by the next part.
CC(C)NC(=O)N(C)C[C@H]1Oc2ccc(NC(=O)C3CC3)cc2CC(=O)N([C@H](C)CO)C[C@H]1C
  NFkB binder: i
CC(C)NC(=O)N(C)C[C@H]1OCc2cnnn2CCCC(=O)N([C@H](C)CO)C[C@@H]1C
  NFkB binder: i
CCOC(=O)c1cc(-c2ccccc2)sc1NC(=S)Nc1cnccn1
  NFkB binder: i
CCCC(O)C#Cc1cnc2c(c1)C(=O)N([C@H](C)CO)C[C@H](C)[C@H](CN(C)Cc1ccncc1)O2 (stereo not given in full)
  NFkB binder: i
C[C@@H]1CN([C@@H](C)CO)C(=O)Cc2cc(NC(=O)C3CC3)ccc2O[C@H]1CN(C)C(=O)Nc1ccccc1
  NFkB binder: i
C[C@@H]1CN([C@@H](C)CO)C(=O)c2cc(NC(=O)Nc3ccccc3)ccc2O[C@@H]1CN(C)C(=O)Nc1ccc(C(F)(F)F)cc1
  NFkB binder: i
C[C@@H]1CCCCO[C@@H](CN(C)Cc2ccccc2)[C@@H](C)CN([C@H](C)CO)C(=O)c2cc(NC(=O)Nc3ccc4c(c3)OCO4)ccc2O1
  NFkB binder: i
COc1cc(O)c(C)c(O)c1
  NFkB binder: i
CCOc1ccc(N2C(=O)CC(Sc3nc(O)c(CC)c(=O)[nH]3)C2=O)cc1 (stereo not given)
  NFkB binder: i
Cc1noc(C)c1S(=O)(=O)N(C)C[C@H]1Oc2ccc(NC(=O)Nc3ccc(F)cc3)cc2CC(=O)N([C@H](C)CO)C[C@H]1C
  NFkB binder: i
COc1ccc(S(=O)(=O)Nc2cccc3c2O[C@H](CN(C)CC2CC2)[C@@H](C)CN([C@@H](C)CO)C3=O)cc1
  NFkB binder: i
